Kir21 inh: blocks the mouse Kir2.1 inward-rectifier potassium channel. B-score at 10 µM. HEK293-Kir2.1, FluxOR thallium flux fluorescence; active compounds read low. AID 1672. P35561. 310,000 compounds, 0.85% hits;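 active = fluorescence ratio B-score at or below minus 3 SD of library scores, with starting-brightness B-score within 2 SD, cut at about -4.2 in these data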;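 also: channel flux triggered by added potassium and thallium sulfate stimulus; B-score of peak minus minimum fluorescence over baseline after thallium stimulus; more negative B-score means stronger Kir2.1 block with less thallium influx; some compounds called inactive have numbers as strong as hits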
KCNQ2 block: KCNQ2 potassium channel inhibitors, primary screen, cell-based, CHO-K1, FluxOR thallium flux, B-score (AID 2156); B-score at 10 µM; 310,000 compounds, 1.1% hits; 20 min; active compounds read low; O88943;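 active = fluorescence ratio B-score at most minus 3 library SDs, with starting brightness B-score within 2 library SDs, cut at about -5.5 in these data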
Target sequence (O88943 whole entry, looked up): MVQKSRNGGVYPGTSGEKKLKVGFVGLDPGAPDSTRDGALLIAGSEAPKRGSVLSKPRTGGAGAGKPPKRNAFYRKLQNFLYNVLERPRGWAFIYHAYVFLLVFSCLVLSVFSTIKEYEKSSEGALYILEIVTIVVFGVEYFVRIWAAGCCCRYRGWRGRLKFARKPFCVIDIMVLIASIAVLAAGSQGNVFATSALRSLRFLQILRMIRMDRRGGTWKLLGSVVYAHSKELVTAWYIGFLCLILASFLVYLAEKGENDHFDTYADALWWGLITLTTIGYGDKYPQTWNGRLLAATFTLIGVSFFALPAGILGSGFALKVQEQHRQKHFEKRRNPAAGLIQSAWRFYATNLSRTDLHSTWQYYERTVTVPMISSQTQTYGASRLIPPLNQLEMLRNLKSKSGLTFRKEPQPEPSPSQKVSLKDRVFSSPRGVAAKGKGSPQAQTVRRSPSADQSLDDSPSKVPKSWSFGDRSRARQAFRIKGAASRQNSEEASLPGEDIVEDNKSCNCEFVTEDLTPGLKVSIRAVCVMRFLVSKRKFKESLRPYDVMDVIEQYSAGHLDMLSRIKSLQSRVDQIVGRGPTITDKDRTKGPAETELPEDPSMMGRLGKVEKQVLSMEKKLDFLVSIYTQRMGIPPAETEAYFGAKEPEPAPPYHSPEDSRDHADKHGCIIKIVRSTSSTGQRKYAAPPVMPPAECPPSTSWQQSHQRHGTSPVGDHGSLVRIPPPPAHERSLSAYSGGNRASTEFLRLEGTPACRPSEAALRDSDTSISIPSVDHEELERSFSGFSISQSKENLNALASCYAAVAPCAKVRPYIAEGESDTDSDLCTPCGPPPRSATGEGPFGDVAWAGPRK
* hit, by the source's call; i = inactive.

mol | Kir21 inh | KCNQ2 block
O=C(Nc1nncs1)C1CC(=O)N(CCc2ccc(F)cc2)C1 (stereo not drawn) | -0.51 | i
CC(=O)N1CCOc2ccc(S(=O)(=O)N3CCC(C(=O)Nc4cc(C)ccc4C)CC3)cc21 | -0.34 | i
N#Cc1c(C(F)(F)F)cc(-c2ccccc2)nc1SCc1nc(N)nc(N2CCOCC2)n1 | 0.68 | i
O=C(Nc1cccc2ccccc12)N1CC=CCC1 | 0.51 | i
Cc1nc(CS(=O)(=O)c2ccc(Cl)cc2)cc(Sc2ccc(Cl)cc2)n1 | -4.79* | i
O=C(O)c1cccc(CN2C(=O)CSC2=O)c1 | -0.09 | i
CCOC(=O)n1c(=O)n(Cc2ccccc2Cl)c2ccccc21 | 0 | i
CCCCc1ccc(NC(=O)N[C@@H](C)C(=O)O)cc1 | 1.05 | i
N#Cc1ccc(/C=N/NC(=S)Nc2ccc(S(=O)(=O)N3CCOCC3)cc2)cc1 | -2.5 | i
Cc1cc(C)c2cc3c(N)c(C(=O)N4CCc5ccccc5C4)sc3nc2c1 | -0.13 | i
O=S(=O)(Nc1nc2c(s1)CCCC2)c1ccc(Br)cc1 | -1.61 | i
CCC1(c2ccccc2)NC(=O)N(CC(=O)NCc2ccc(F)cc2)C1=O (stereo not drawn) | -1.11 | i
CCN1CCN(C(c2cccc(OC)c2)c2sc3nc(C)nn3c2O)CC1 (stereo not drawn) | 0.5 | i
CCOC(=O)CSc1nnc(CNc2ccc(F)cc2)o1 | 0.49 | i
c1coc(CNc2nc(N3CCCCC3)nc3ccccc23)c1 | -4.57* | i
C=CCn1c(SCC(=O)Nc2ccc3c(c2)OCCO3)nnc1-c1ccccn1 | -0.35 | i
CCN1/C(=C2\C(=O)N(C)C(=S)N2C)C=Cc2cc(OC)ccc21 | 1.57 | i
Cc1ccc(S(=O)(=O)N2CCCSCC2)cc1 | -1.11 | i
CCOc1cc(N2CCOCC2)c(OCC)cc1NC(=O)c1cc(-c2ccco2)nc2ccccc12 | 0.53 | i
Cc1cccc(Nc2nnc(SC/C(O)=C(\C#N)c3nc4ccccc4[nH]3)s2)c1 | -0.96 | i
N#Cc1ccc(COn2nnc3ccccc32)cc1 | -0.36 | i
O=C(NCCc1ccccc1Cl)C1CC(=O)N(C2CCCCC2)C1 (stereo not drawn) | 0.25 | i
COc1ccccc1CNC(=O)C(CC(C)C)NS(=O)(=O)c1ccc2c(c1)oc(=O)n2C (stereo not drawn) | 1.35 | i
O=C(Nc1ccc(SC(F)F)cc1)c1cccc2nc3ccccc3nc12 | 0.25 | i
CC1(c2nnc(-c3ccncc3)o2)CC(c2cccc(Cl)c2)=NO1 (stereo not drawn) | 0.85 | i
O=C(O)c1ncsc1-c1ccccc1 | 0.01 | i
CCCCN1C(=O)C(NC(C)=O)c2cc(Br)ccc21 (stereo not drawn) | 0.02 | i
CCC(=O)Nc1ccc(C(=O)CSc2nc(N)cc(N)n2)cc1 | 0.71 | i
Cc1ccc(OCC(=O)Oc2c(C)cccc2C)cc1 | -0.44 | i
COc1ccc(C2=NCC(CSc3nnnn3C)S2)cc1 (stereo not drawn) | -0.73 | i

Laid out differently: entries from further up
Every second line gives: Kir21 inh | KCNQ2 block
- CCOc1cc(N2CCOCC2)c(OCC)cc1NC(=O)c1cc(-c2ccco2)nc2ccccc12
 : 0.53 | i
- Cc1cccc(Nc2nnc(SC/C(O)=C(\C#N)c3nc4ccccc4[nH]3)s2)c1
 : -0.96 | i
- N#Cc1ccc(COn2nnc3ccccc32)cc1
 : -0.36 | i
- O=C(NCCc1ccccc1Cl)C1CC(=O)N(C2CCCCC2)C1 (stereo not drawn)
 : 0.25 | i

The list continues:
mol | Kir21 inh | KCNQ2 block
O=C(O)CNC(=O)c1ccc(NC(=O)/C(=C/c2ccccc2)NC(=O)c2ccco2)cc1 | -0.29 | i
COc1ccc(CNC(=O)c2ccc(CS(=O)c3ccccc3)o2)cc1 (stereo not drawn) | -0.06 | i
CCOc1cc(C(N)=O)cc(OCC)c1OCC | 1.39 | i
CC(=O)Nc1ccc(NC(=O)[C@@H](NC(=O)c2cccc(C)c2)C(C)C)cc1 | 1.22 | i
CCOc1ccc(OCC)c(NC(=O)CSc2nc3ccccc3c(=O)n2C)c1 | -0.54 | i
COc1ccc(OCc2nc(N)nc(Nc3ccccc3OC)n2)cc1 | -0.43 | i
N#CCC(=O)N/N=C/c1ccc(OC2CSC2)cc1 | 0.63 | i
O=C(O)Cn1c(=O)c(F)cn(C2CCCO2)c1=O (stereo not drawn) | -2.09 | i
Cc1ccc2nc(-c3cccc(-c4cccc(Cl)c4)c3)c(NCc3ccccc3)n2c1 | 2.04 | i
Cc1nc(-c2ccccc2Cl)sc1C(=O)/C=C/N(C)C | 0.6 | i
CCC(C)NC(=O)c1cn(C)c(=O)c2cc(OC)c(OC)cc12 (stereo not drawn) | 1.89 | i
Nc1nnc(-c2ccc(Cl)cc2)s1 | 1.27 | i
Cc1ccc(S(=O)(=O)NC(=O)Nc2ccc(OC(F)F)cc2)cc1 | 0.77 | i
COC(=O)c1nnn(CC(=O)Nc2cccc(Cl)c2C)c1C(=O)OC | 0.63 | i
O=C(COC(=O)c1cccnc1Cl)NCc1ccco1 | 1.78 | i
O=C(Nc1ccc(Cl)c(Cl)c1)Nc1ccccc1C(=O)O | 3.48 | i
CC(=O)N1CCC(c2c[nH]c3ccccc23)CC1 | 0.34 | i
CC(/C=C1\SC(=O)N(CC(=O)Nc2ccc(O)cc2)C1=O)=C\c1ccccc1 | -0.5 | i
Cc1cc2c(cc1S(=O)(=O)N(C)c1ccccc1)n(C)c(=O)n2C | -2.24 | i
CC(C)(C)/C(COc1ccccc1[N+](=O)[O-])=N/O | 0 | i
CC(=N\NC(=O)c1ccccc1)/C(=N/O)C(=O)Nc1ccccc1 | -0.36 | i
Cc1ccc(S(=O)(=O)NN2Cc3ccccc3C2=N)cc1 | 0.55 | i
CCOc1ccccc1CN1CCCC(CNS(=O)(=O)c2ccc(OC)cc2)C1 (stereo not drawn) | -2.98 | i
C[C@H](NC(=O)c1nc[nH]c1C(=O)NC1CCN(C(=O)OC(C)(C)C)CC1)C(=O)OCc1ccccc1 | 1.2 | i
COc1ccc(/C=N/N=C2/CC(C)(C)Cc3n[nH]c(=O)cc32)cc1 | -0.31 | i
CCOC(=O)C1=CN(CC2CCCO2)C=C(C(=O)OCC)C1c1ccccc1C(F)(F)F (stereo not drawn) | -0.81 | i
CCOC(=O)N1CCc2c(sc(N)c2C#N)C1 | 1.94 | i
CCCCOc1cccc(C2/C(=C(/O)c3ccc4c(c3)CC(C)O4)C(=O)C(=O)N2CCN2CCOCC2)c1 (stereo not drawn) | -0.06 | i
Cc1ccsc1/C=N/NC(=O)CC(=O)NCC(C)C | 1.11 | i
CCCn1cnc2scc(-c3ccc(C)cc3)c2c1=O | -1.07 | i
Cc1ccc(SCCNC(=O)c2ccccc2F)cc1 | -1.29 | i
COC(=O)Cc1c(O)ccn(Cc2ccc(Cl)c(Cl)c2)c1=O | -0.39 | i
CCOc1ccccc1NC(=O)NCc1ccc(F)cc1 | 1.84 | i
CC(=O)N(C(C)=O)C1=C(C#N)C2(CCCCC2)Cc2ccccc21 | -1.83 | i
Cc1cc(Br)ccc1NC(=O)c1cnc(N2CCN(c3ccccn3)CC2)c2ccccc12 | 0.34 | i
O=C(NNC(=S)NC(=O)c1ccccc1[N+](=O)[O-])c1ccccc1Cl | -0.24 | i
Oc1ccc(C[C@@H]2CNCCN2CCc2cccc3ccccc23)cc1 | -1.56 | i
Cc1ccccc1CNC(=O)COc1ccccc1 | 1.05 | i
Cc1cccc(C(=O)NC2CC3CCCC(C2)N3C(=O)Nc2ccccc2)c1 (stereo not drawn) | 2.6 | i
N#C/C(=C\c1cn(CC(=O)O)c2ccccc12)C(=O)NCc1ccccc1 | -0.69 | i
COc1cccc(-n2ccnc2SCC(=O)N2CCc3ccccc32)c1 | -2.1 | i
CCOc1ccc(/C=C2\N=C(c3cccs3)OC2=O)cc1OC | 1.25 | i
CCc1nc(SCC(=O)Nc2cc(C)ccc2OC)c2c(C)c(C)sc2n1 | -2.21 | -6.84*
O=C(Nc1cc(Br)ccc1O)c1cc(-c2ccc3c(c2)OCO3)on1 | -1.59 | i
CCCc1nc2sc3c(=O)[nH]cnc3c2c2c1CCCC2 | 1.22 | i

Reprinted at random: four compounds from above, in no set order.
mol | Kir21 inh | KCNQ2 block
Cc1ccc(SCCNC(=O)c2ccccc2F)cc1 | -1.29 | i
Oc1ccc(C[C@@H]2CNCCN2CCc2cccc3ccccc23)cc1 | -1.56 | i
COC(=O)Cc1c(O)ccn(Cc2ccc(Cl)c(Cl)c2)c1=O | -0.39 | i
O=C(NNC(=S)NC(=O)c1ccccc1[N+](=O)[O-])c1ccccc1Cl | -0.24 | i

(further entries)
mol | Kir21 inh | KCNQ2 block
Cc1cccc(C(=O)NC2CCN(CC(=O)NCc3cccs3)CC2)c1 | 0.45 | i
Cc1ccccc1-n1c(=O)cc(N2CCCCCC2)[nH]c1=O | 2.43 | i
CCCNC(=O)C/C(C)=N/NC(=O)COc1ccc(C)cc1Br | -1 | i
CC(=O)N(c1ccccc1C)C1CCCC1 | 0.25 | i
CCSc1nc(N)c(C#N)c(-c2ccccc2Cl)c1C#N | 1.05 | i
CCc1nc2sc3c(c2c(=O)n1NC(=O)CCl)CCCC3 | 0.64 | i
O=C(Nc1ccccc1)Nc1nc(-c2ccc(F)cc2)cs1 | 0.67 | i
Cc1ccc(Cc2nc(-c3ccncc3)no2)cc1 | 0.14 | i
CSc1cccc(NC(=S)N(CCCN2CCCC2)Cc2cccs2)c1 | 0.2 | i
CC(C)(C)NC(=O)C(c1ccccc1)N(C(=O)C1CSC(=O)C1)c1ccccc1 (stereo not drawn) | 2.22 | i
Cc1cc2oc(C(=O)Nc3ccc(S(=O)(=O)Nc4onc(C)c4C)cc3)cc(=O)c2cc1Cl | -0.72 | i
Cc1ccc(-c2csc3nc(C)n(-n4c(C)ccc4C)c(=O)c23)o1 | -0.39 | i
CCCC(=O)N1c2ccccc2[C@@H](N(C(C)=O)c2ccccc2)C[C@H]1C | 0.89 | i
Cc1ccc2c(c1)c(C)cc(=O)n2CCC(=O)O | -0.09 | i
O=C(Nc1ccc(-c2ccc3nncn3n2)cc1)c1ccc(Br)o1 | -1.5 | i
CC(Nc1n[nH]c(=S)[nH]c1=O)C(=O)OCc1ccccc1 (stereo not drawn) | -0.53 | i
CC(=O)Nc1cc(C(=O)N(C)Cc2ccco2)ccc1Sc1ccc(C)cc1 | 1.16 | i
COc1cccc(C2C(C(N)=O)=C(C)Nc3nc(CCCO)nn32)c1 (stereo not drawn) | 1.26 | i
CSc1ccc(C#N)cc1NC(=O)c1ccccc1 | -0.68 | i
COc1ccc(-c2cc(C3CCN(c4cc(Cl)nc(N)n4)CC3)[nH]n2)cc1 | 0.05 | i
COc1ccc(C2=NOC(C(=O)NCc3ccccc3)C2)cc1 (stereo not drawn) | 2.83 | i
CCc1ccc(OCC(=O)Nc2cccc3c2CCCC3)cc1 | -0.26 | i
O=C(O)/C=C/C(=O)N1CCN(C(c2ccccc2)c2ccccc2)CC1 | 0.99 | i
Cn1nc(-c2ccccc2)c(-c2nc(-c3ccccc3Cl)no2)c1Cl | -1.16 | i
Cc1ccc(OCCCC(=O)N2CCN(S(=O)(=O)c3cccc(F)c3)CC2)cc1 | 0.1 | i
O=C(Nc1ccccc1)O/N=C1/CCCc2occc21 | 0.96 | i
O=[N+]([O-])c1cc(C(F)(F)F)ccc1NCC1CCCO1 (stereo not drawn) | 0.76 | i
CCOC(=O)c1ccccc1NC(=S)N1CC(C)CC(C)C1 (stereo not drawn) | -1.03 | i
CCCN(CCC)C(=O)c1ccc2c(c1)OCO2 | -1.79 | i
O=C(COC(=O)c1cccnc1Cl)Nc1ncc(Cl)cc1Cl | 0.72 | i
Cc1[nH]n(-c2ccc(Cl)cc2)c(=O)c1N=Nc1cccnc1 | 0.8 | i
O=[N+]([O-])c1cccc(OCCN2CCC(Cc3ccccc3)CC2)c1 | -1.23 | -8.16*
CC1CCC(CN2C(Nc3ccccc3)=NC[C@@H]2C)CC1 (stereo partly drawn) | 1.06 | i
O=S(=O)(NC1c2cccc3cccc(c23)C1N1CCNCC1)c1ccccc1 (stereo not drawn) | -2.85 | i
CCN(CC)S(=O)(=O)c1ccc(Nc2cc(C)nc3ncnn23)cc1 | -0.79 | i
CCOC(=O)c1c[nH]c2c(Cl)ccc(Cl)c2c1=O | 2.08 | i
O=C(NCCc1cccs1)C1CC(c2ccccc2[N+](=O)[O-])=NO1 (stereo not drawn) | -2.87 | i
Cc1ccc(C2NC(=S)NC3=C2C(=O)CCC3)cc1 (stereo not drawn) | 1.24 | i
O=[N+]([O-])c1ccc(CS(=O)(=O)N2CCN(c3ccccc3)CC2)cc1 | -1.7 | i
O=[N+]([O-])c1cc(/C=N/Nc2nc3ccccc3[nH]2)c(O)cc1O | 1.24 | i
CC(C)CC(=O)Nc1nc(=S)ss1 | 2.06 | i
O=C(c1ccc(NS(=O)(=O)c2ccc3[nH]c(=O)[nH]c3c2)cc1)N1CCN(c2ccccc2O)CC1 | -0.48 | i
Cc1cccc(NC(=O)NCC(c2cccnc2)N2CCOCC2)c1 (stereo not drawn) | 0.01 | i
Cc1ccc(NC(=O)C2OCCc3ccccc32)cc1 (stereo not drawn) | -1.33 | i
C[C@@H](C(=O)N1CCN(C(=O)OC(C)(C)C)CC1)n1cc(CCC(=O)O)nn1 | -0.11 | i
O=C(NC1CC2CCCC(C1)N2C(=O)Nc1cccc(F)c1)C1CC1 (stereo not drawn) | -0.05 | i
O=C(NCc1ccccn1)c1ccc(OC2CCN(Cc3ccc(Cl)s3)CC2)cc1 | 1.59 | i

Screens as filed in PubChem.

No enrichment for hits; about 1.9% have a hit in one of these screens.
